Rtt109 Vps75 = blocks Candida albicans Rtt109/Vps75 acetyltransferase activity. Q5AAJ8. purified Rtt109/Vps75, ThioGlo CoA-SH fluorescence, 4 h. actives 0.16% (n = 330,000). inhibition, % at 34.9 µM;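 active means inhibition of at least 50% in every replicate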
SR-BI DiI-HDL act = SR-BI HDL lipid transfer activation | CHO ldlA[mSR-BI] cells, DiI-HDL uptake fluorescence, 3 h; 100 = double the neutral-control signal | activation, % at 12.5 µM | actives 0.096% (n = 320,000);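 active means mean replicate activation of at least 60% and every replicate at or above 60%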;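 further: 0% = median plate neutral-control signal and 100% = twice that signal; values of inactives mirror those of a sister screen read the other way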
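Material: SR-BI-overexpressing, LDLR-lacking CHO cells; schedule: compound exposure 3 h, 37 °C; reagent: DiI-labelled HDL at 10 µg/mL final; technique: bottom-read fluorescence, 550/595 nm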
PvdQ acylase = blocks Pseudomonas aeruginosa PvdQ acylase activity. purified PvdQ acylase, fluorescence plate reader. inhibition, % at 10 µM. actives 0.063% (n = 340,000); in the data active means inhibition above about 30%, passing the limit was not always enough;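 further: 0% = vehicle neutral wells and 100% = reference inhibitor wells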
CAL PDZ FP-1 = human CAL PDZ-peptide interaction inhibition; inhibition, % at 20 µM; Q9HD26; purified CAL PDZ, TMR-peptide fluorescence polarization, 1 h; actives 0.02% (n = 330,000); AID 504414;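 active means highest replicate inhibition of at least 40%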;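 further: plate controls were DMSO neutral control wells for no effect and unlabeled competitor peptide control wells for full effect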
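System: purified tagged CAL PDZ domain construct (CerCALP). Schedule: 1 h incubation at room temperature before polarization reading. Medium: 25 mM sodium phosphate pH 7.4, 150 mM NaCl, TCEP, IgG, Thesit. Read-out: percent inhibition from loss of millipolarization. Measured by: FP readout, S and P plane fluorescence. Probe or stimulus: fluorescent TMR peptide probe.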
MITF TRPM1 HTS = MITF TRPM1 promoter activation in melanoma cells. activation, % at 12.5 µM. actives 0.75% (n = 300,000). SK-MEL-5 TRPM1-promoter luciferase, 24 h; % of positive control, neutral wells = 0;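 active means mean activation of at least 80% with every replicate also reaching 80%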;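 further: 0% = neutral control wells and 100% = parthenolide positive control wells; values of inactives mirror those of a sister screen read the other way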
PfHsp90 yeast 2 = reduces growth (ATP signal) of yeast expressing P. falciparum Hsp90; inhibition, % at 9.4 µM; S. cerevisiae expressing PfHsp90, BacTiter-Glo ATP, 48 h; yeast lacking PDR1 and PDR3 efflux regulators; actives 0.32% (n = 310,000);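 active means every replicate shows inhibition above about 80%, whatever the replicate mean, limit read from the data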;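 further: 0% = DMSO neutral controls and 100% = 20 µM radicicol positive controls; yeast relying on Plasmodium falciparum Hsp90 in place of its own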
CAL PDZ FP-2 = inhibitors of human CAL PDZ peptide binding; inhibition, % at 24.9 µM; actives 0.92% (n = 300,000); AID 602252; purified CAL PDZ, TMR-peptide fluorescence polarization, 1 h; Q9HD26;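 active means mean inhibition of at least 30% with at least half of replicates also reaching 30%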;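 further: 0% = DMSO neutral control and 100% = excess unlabeled competitor peptide PRC23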
SR-BI DiI inh = inhibitors of mouse SR-BI mediated HDL lipid uptake. inhibition, % at 12.5 µM. actives 0.96% (n = 320,000). Q61009. ldlA[mSR-BI] CHO cells, DiI-HDL uptake fluorescence, 3 h;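 active means mean replicate inhibition of at least 70% and a set share of replicates each scoring 70 or more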;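 further: 0% = median of neutral control wells and 100% = median of positive control wells; values of inactives mirror those of a sister screen read the other way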
Target sequence (Q61009 whole entry, looked up): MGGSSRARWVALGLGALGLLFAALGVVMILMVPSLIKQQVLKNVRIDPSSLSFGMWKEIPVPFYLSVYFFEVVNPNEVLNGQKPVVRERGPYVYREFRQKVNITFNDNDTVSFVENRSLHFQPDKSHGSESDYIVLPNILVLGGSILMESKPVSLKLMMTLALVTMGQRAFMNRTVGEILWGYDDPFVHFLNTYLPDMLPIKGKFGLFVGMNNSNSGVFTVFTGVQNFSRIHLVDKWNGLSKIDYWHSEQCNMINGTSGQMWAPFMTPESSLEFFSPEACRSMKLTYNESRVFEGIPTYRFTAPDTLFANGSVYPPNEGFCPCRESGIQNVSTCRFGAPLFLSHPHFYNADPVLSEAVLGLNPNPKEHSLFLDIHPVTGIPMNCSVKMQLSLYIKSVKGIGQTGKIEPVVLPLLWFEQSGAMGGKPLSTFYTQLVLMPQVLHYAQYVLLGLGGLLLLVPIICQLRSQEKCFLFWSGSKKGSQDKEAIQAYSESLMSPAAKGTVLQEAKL
dFosB activator = enhances mouse delta FosB homodimer DNA binding. P13346. purified delta FosB, TAMRA-CDK5 oligo fluorescence polarization; percent of positive-control signal above neutral wells. activation, % at 25 µM. actives 0.99% (n = 340,000);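 active means mean activation above about 17%, with every replicate also reaching it, limit read from the data, passing the limit was not always enough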;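 further: fluorescence polarization rise as delta FosB binds a TAMRA Cdk5 AP-1 oligo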
Target sequence (P13346 whole entry, looked up): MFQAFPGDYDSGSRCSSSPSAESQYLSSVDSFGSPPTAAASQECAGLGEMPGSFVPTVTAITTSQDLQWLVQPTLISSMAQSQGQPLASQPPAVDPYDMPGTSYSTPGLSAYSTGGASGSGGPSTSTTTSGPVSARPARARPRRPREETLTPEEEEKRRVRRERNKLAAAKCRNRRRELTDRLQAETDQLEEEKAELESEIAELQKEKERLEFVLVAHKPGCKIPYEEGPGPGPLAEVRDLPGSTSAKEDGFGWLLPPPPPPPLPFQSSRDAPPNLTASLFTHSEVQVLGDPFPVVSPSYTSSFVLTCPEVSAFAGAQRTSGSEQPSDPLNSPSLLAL
NSD2 HMT inh = inhibitors of human histone methyltransferase NSD2; actives 0.54% (n = 310,000); O96028; AID 743445; NSD2 peptide methylation, AlphaScreen, 120 min; inhibition, % at 12.5 µM; in the data active means inhibition above about 50%
* hit, by the source's call; . = no result given; & = joins results of further samples.

SMILES | Rtt109 Vps75 | SR-BI DiI-HDL act | PvdQ acylase | CAL PDZ FP-1 | MITF TRPM1 HTS | PfHsp90 yeast 2 | CAL PDZ FP-2 | SR-BI DiI inh | dFosB activator | NSD2 HMT inh
CCN(CC)S(=O)(=O)c1ccc(N=Cc2c(O)n(-c3ccccc3)c(=O)[nH]c2=O)cc1 | 0.4 | 0.0 | 2.6 | . | -21.3 | 3.4 | -3.2 | 0.0 | 2.5 | 0.7
CCc1nccc2c1[nH]c1ccccc12 | -13.4 | -8.4 | -19.5 | -1.2 | . | 10.5 | 1.0 | 8.4 | -3.6 | .
CCC1(CCCC(=O)c2ccc(F)cc2)C(=O)NC(=S)NC1=O | 1.4 | 9.9 | -11.2 | -0.4 | -1.4 | 0.4 | -2.2 | -9.9 | -6.6 | -1.0
CCN(CC)C(=O)c1ccc(NC(=O)C2=C(C)OCCS2)cc1 | 1.6 | -14.4 | -15.1 | -1.7 | 4.8 | -23.9 | -3.8 | 14.4 | 6.6 | -2.7
NC(=O)c1ccc(N=Cc2c(O)n(Cc3ccco3)c(=O)[nH]c2=O)cc1 | 5.2 | -5.5 | -7.9 | 0.1 | -2.1 | 38.1 | -6.3 | 5.5 | -19.8 | 0.1
O=C(N/N=C/c1c(O)n(Cc2ccco2)c(=O)[nH]c1=O)c1ccccc1O | 12.0 | -80.3 | -2.3 | 1.3 | -5.3 | 37.6 | 6.1 | 80.3* | -3.9 | -6.4
COc1ccccc1OCC#CCN1CCCC(C)C1 (centres undefined) | 1.8 | 37.4 | -12.2 | 0.1 | -22.0 | 9.6 | . | -37.4 | -3.9 | -0.2
CC1(C)CN(S(=O)(=O)OCC(Cl)(Cl)Cl)C(=O)N1 | -5.6 | 17.1 | 2.8 | -0.1 | 0.3 | 3.5 | -3.8 | -17.1 | -0.8 | .
N#CC1=C(N)Oc2c(c(=O)oc3ccccc23)C1c1ccc(OC(=O)N2CCOCC2)cc1 (centres undefined) | 5.9 | . | -5.5 | 0.2 | -14.4 | -17.4 | -4.1 | . | 5.1 | -0.6
C[C@]12CCC3=C4CCC(=O)C=C4CC[C@H]3C1CC[C@@H]2O (some centres undefined) | 2.5 | -1.6 | -6.1 | -0.5 | -18.2 | 33.3 | -2.6 | 1.6 | -3.8 | 13.2
O=c1[nH]c(=O)n(CCc2ccccc2)c(O)c1C=NCc1ccc2c(c1)OCO2 | 2.7 | 5.0 | 6.1 | -1.2 | -2.8 | . | -3.4 | -5.0 | -8.1 | 0.6
Cc1cccnc1-n1c(-c2ccccc2)nc2ccccc2c1=O | -0.4 | -32.4 | -17.0 | -1.8 | . | 10.4 | -1.8 | 32.4 | 3.5 | -3.9
O=C(Nc1ccccc1)Oc1ccccc1 | 3.2 | 9.7 | 7.2 | -1.9 | 9.1 | 1.8 | -0.5 | -9.7 | 0.1 | -3.5
COc1c2c(cc3c1OCO3)CC[N+](C)=C2 | -16.2 | 6.7 | -11.8 | 0.1 | -8.0 | -15.5 | -3.0 | -6.7 | 0.1 | .
CC(=O)NC(Cc1ccc(N(CCCl)CCCl)cc1)C(=O)NC(CC(C)C)C(=O)O (centres undefined) | 1.5 | 2.7 | 0.3 | 0.6 | -15.4 | 17.6 | -0.1 | -2.7 | -0.7 | 0.2
CCN(CC)CCN=Cc1c(O)n(Cc2ccccc2)c(=O)[nH]c1=O | 4.1 | 14.7&-8.8 | 5.1&7.6 | 1.2&-1.0 | 3.5 | -1.7 | -2.8&-5.4 | -14.7&8.8 | -3.7&7.8 | -2.3&2.8
CC(C)n1cc(C(=O)N(CC(=O)NC(C)(C)C)Cc2ccccc2)cn1 | -11.4 | . | -3.8 | -2.5 | -12.5 | 1.0 | -3.1 | . | -2.0 | 10.4
CCCCC(=O)N/N=C/c1c(O)n(Cc2ccc(F)cc2)c(=O)[nH]c1=O | -0.4 | 5.0 | 6.9 | -0.3 | -2.0 | -11.4 | 2.0 | -5.0 | -2.7 | -0.8
O=C1NC(=S)N(c2ccccc2F)C(=O)/C1=C\c1cccs1 | 4.5 | 19.1 | -12.7 | -1.2 | 6.7 | -18.8 | -18.2 | -19.1 | 0.8 | 8.9
O=C(c1cc(C(=O)NCc2ccccc2)c(=O)n(Cc2ccccc2)c1)c1cc(Cl)ccc1O | 7.9 | -8.0 | 9.0 | -2.4 | -11.6 | 0.8 | -2.3 | 8.0 | -11.6 | -1.7
COC(=O)C1=CCCN(C)C1 | 3.3 | 23.7 | 0.9 | 0.4 | 1.6 | -5.1 | 0.8 | -23.7 | -3.9 | .
COC(=O)C1=C(c2ccccc2OCc2ccccc2)C[C@@H]2CC[C@H]1N2C(=O)NCc1ccc([N+](=O)[O-])cc1 | 3.8 | -28.5 | -7.1 | -0.1 | 12.1 | -10.9 | 1.0 | 28.5 | -1.1 | .
C/C(=C\c1ccc(N(C)C)cc1)[N+](=O)[O-] | 1.6 | -2.9 | -8.9 | -1.7 | -79.4 | . | -2.0 | 2.9 | -2.3 | 1.6
CCCCN1C(=O)/C(=C/C=C/c2ccco2)C(=O)NC1=S | 7.3 | 13.3 | 6.4 | -2.3 | -1.3 | -13.1 | -1.8 | -13.3 | 2.9 | 108.1*
NCC(CC(=O)O)c1ccc(Cl)cc1 (centres undefined) | 9.7 | 44.6 | 9.4 | -2.3 | -0.4 | 11.6 | -2.9 | -44.6 | 2.8 | 2.5
C[C@]12CCC3C(CC[C@H]4[C@H](O)[C@H](O)CC[C@]34C)C1CCC2=O (some centres undefined) | 4.0 | 6.0 | -14.6 | 0.2 | -9.3 | -1.0 | 1.1 | -6.0 | -3.9 | .
COc1cccc(NP(=O)(Oc2ccc(Cl)cc2)Oc2ccc(Cl)cc2)c1 | 0.3 | -13.3 | -3.7 | -2.4 | 6.3 | -19.4 | -3.4 | 13.3 | -8.9 | -1.2
Cn1c(O)c(/C=N/N2CCCCC2)c(=O)[nH]c1=O | 5.0 | 5.3 | 2.0 | -2.2 | 1.6 | 11.3 | -0.8 | -5.3 | -0.7 | 0.4
CC(C)COc1ccc(C2(C#N)CC[N+](C)(C)CC2)cc1 | -2.0 | 31.5 | -2.1 | 0.4 | -2.6 | 3.0 | 2.9 | -31.5 | -2.8 | -3.5
O=c1[nH]c(=O)n(Cc2ccco2)c(O)c1C=NCc1ccco1 | . | 23.0 | -6.4 | -2.4 | -13.3 | -5.6 | 0.6 | -23.0 | 0.9 | 2.7
CCN(CC)c1ccc(N=Cc2c(O)n(-c3ccc(OC)cc3)c(=O)[nH]c2=O)cc1 | 2.2 | -10.9 | 7.7 | -3.0 | -6.0 | 18.4 | -3.6 | 10.9 | -8.2 | -65.6
COc1ccc(C(Nc2ccccc2)P(=O)(Oc2ccccc2)Oc2ccccc2)cc1 (centres undefined) | 5.1 | 19.5 | -7.6 | -0.7 | 11.9 | . | 16.1 | -19.5 | -2.6 | -0.4
O=c1c2ccccc2nc(C[n+]2ccccc2)n1-c1cccc(C(F)(F)F)c1 | -6.5 | -7.6 | -13.0 | -2.5 | 9.6 | . | -0.2 | 7.6 | -6.6 | 0.0
CC(C(=O)c1c[nH]c2ccccc12)N1CCSCC1 (centres undefined) | -5.7 | . | -9.8 | -0.9 | -5.4 | 6.8 | -1.5 | . | -4.6 | .
Cc1cc(-c2cc(C)c(N)c(C)c2)cc(C)c1N | -4.9 | -10.9 | -7.2 | 0.9 | 3.8 | -15.5 | 6.7 | 10.9 | 1.9 | .
O=C(CN1CC(c2ccccc2)CC1=O)Nc1ccccc1 (centres undefined) | -5.1 | -1.5 | 3.1 | 0.6 | -2.1 | -20.9 | -3.2 | 1.5 | 2.7 | .
COCCOC(=O)c1c(N)n(Cc2ccco2)c2nc3ccccc3nc12 | -2.1 | 24.4 | -14.5 | -1.0 | -23.5 | -15.1 | 23.0 | -24.4 | -6.4 | 24.2
Cc1ccc(CNCCc2ccc(F)cc2)s1 | -3.4 | 5.2 | -20.4 | -1.0 | -2.1 | 28.5 | . | -5.2 | -3.5 | 2.4
C[C@]12CCC3C(CC[C@H]4[C@H](O)[C@H](O)CC[C@]34C)C1CC[C@@H]2O (some centres undefined) | 1.7 | 2.3 | -5.9 | 0.3 | -0.5 | 4.4 | -3.7 | -2.3 | 3.3 | 0.7
COc1cc(OC)c(OC)cc1/C=C1\C(=O)NC(=O)N(Cc2ccccc2)C1=O | 9.5 | 15.2 | -6.7 | 0.1 | -2.9 | 16.3 | 67.0* | -15.2 | -5.7 | 31.1
O=C(Cn1cnc2ccccc2c1=O)NCCC(=O)N1CCC2(CC1)OCCO2 | 0.3 | -18.8 | -12.8 | -3.2 | . | . | -1.6 | 18.8 | 4.2 | -3.2
CN1C(=O)/C(=C/c2ccc(N3CCCCCC3)o2)C(=O)NC1=S | -24.8 | -2.2 | -13.2 | . | . | . | -5.1 | 2.2 | -3.0 | .
COc1cccc2c1cc([N+](=O)[O-])c1c(C(=O)O)cc3c(c12)OCO3 | 7.1 | 14.7 | 6.3 | 0.2 | -4.0 | -13.9 | 1.6 | -14.7 | -0.9 | .
COc1ccc2c(c1)CC1(CN2C)C(=O)NC(=O)N(c2ccc(F)cc2)C1=O (centres undefined) | 2.0 | 1.8 | -4.1 | 0.8 | -18.0 | -38.8 | . | -1.8 | -8.9 | 2.3
Cc1nc2nc(SCC(=O)N3CCC4(CC3)OCCO4)nn2c(C)c1Cc1ccccc1 | -3.4 | 10.6 | -11.5 | -4.2 | -4.1 | -29.7 | -0.9 | -10.6 | -3.5 | .
O=C(c1cc2c(s1)-c1ccccc1OC2)N1CCC2(CC1)OCCO2 | -143.0 | 8.8 | -3.8 | . | 71.3 | . | -4.4 | -8.8 | -7.7 | .
CCOc1ccc(N=Cc2c(O)n(C(C)(C)C)c(=O)[nH]c2=O)cc1 | -10.6 | -19.5 | -13.9 | -0.4 | 23.5 | . | . | 19.4 | 0.7 | -3.8
COC(=O)[C@@H](c1ccccc1)C1CCCCN1 (some centres undefined) | 16.1 | 5.8 | 3.9 | -0.7 | -4.0 | . | 9.0 | -5.8 | -0.5 | .

A draw from above in order of count of non-hydrogen atoms, descending.
SMILES | Rtt109 Vps75 | SR-BI DiI-HDL act | PvdQ acylase | CAL PDZ FP-1 | MITF TRPM1 HTS | PfHsp90 yeast 2 | CAL PDZ FP-2 | SR-BI DiI inh | dFosB activator | NSD2 HMT inh
O=c1c2ccccc2nc(C[n+]2ccccc2)n1-c1cccc(C(F)(F)F)c1 | -6.5 | -7.6 | -13.0 | -2.5 | 9.6 | . | -0.2 | 7.6 | -6.6 | 0.0
O=C1NC(=S)N(c2ccccc2F)C(=O)/C1=C\c1cccs1 | 4.5 | 19.1 | -12.7 | -1.2 | 6.7 | -18.8 | -18.2 | -19.1 | 0.8 | 8.9
O=C(Nc1ccccc1)Oc1ccccc1 | 3.2 | 9.7 | 7.2 | -1.9 | 9.1 | 1.8 | -0.5 | -9.7 | 0.1 | -3.5

Not all compounds are listed; count on the stated rates, not on these rows.
